HepG2 viability – HepG2 cytotoxicity, counter-screen for TGF-b inhibitors. HepG2 CAGA-GFP viability, ATP luminescence, 18 h. Potency, µM (top dose mostly 46.1 µM), for the others: at the highest dose activity change, negative = cytotoxicity, most hits filed as cytotoxic. hit rate 0.76% among 410,000. AID 588856; note: potency is the fitted concentration of half-maximal effect; some results filed as inactive show a strong effect at the top dose
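CellTiter-Glo luminescence gave cytotoxicity after 18 hours at 37 degrees C. The cells were HepG2 CAGA-GFP in 1% FBS DMEM, stimulated with 500 pg/mL TGF-beta after compound addition. %Activity was normalised to no-cell wells (complete cell-killing) and DMSO (no toxicity), and curves were fitted and classified.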
IL-1B inflam inh – inhibitors of inflammasome signaling (IL-1 beta secretion) | hit rate 4.7% among 360,000 | activity change, % at 57.5 µM | THP-1 LPS/ATP IL-1B secretion, AlphaLISA, 16 h; stronger effect = lower value; in the data active = activity change below about -50%; inconclusive = mostly about -30% to -49%; note: % is set by controls: 0 for no effect and ±100 for the full control effect
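Secreted IL-1B measured by AlphaLISA bead assay after 16 h compound exposure of THP-1 cells; compounds (final up to 57.5 uM) added 1 h before LPS (250 ng/mL) and ATP (1.25 mM) stimulation; lower signal means less secretion.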
ATXN2 expr inh – reduces ATXN2 reporter expression in HEK-293 cells; Potency, µM (doses to about 57 µM), for the others: at the highest dose activity change, negative = inhibition, most hits filed as inhibitors; HEK-293 ATXN2-luciferase reporter, luminescence, 24 h; hit rate 0.72% among 360,000; note: potency is the fitted concentration of half-maximal effect; % is set by controls: 0 for no effect and ±100 for the full control effect; nearly all actives have a fitted effect of over 55% in size
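qHTS (up to 57 uM final) was run with 24 h compound exposure of reporter cells at 37 °C. Each well was multiplexed: SteadyGlo luminescence measured ATXN2-luciferase expression after a fluorogenic Gly-Phe-AFC viability readout (25 uM final).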
HT1080-NT tox – kills 2HG-producing HT-1080-NT fibrosarcoma cells | HT-1080-NT fibrosarcoma viability, CellTiter-Glo ATP luminescence, 48 h | Potency, µM (doses to about 46.1 µM), without a hit: at the top dose activity, negative = less viability, usual class: cytotoxic | AID 686970 | hit rate 1.6% among 360,000;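 note: NT is the 2HG producing partner of a matched IDH1 knockdown line; potency is the fitted concentration of half-maximal effect; 0% = DMSO-treated cells and -100% = media-only wells without cells; nearly all actives have a fitted effect of over 55% in size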
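Viability by CellTiter-Glo luminescence after 48 h compound exposure at 37C of HT-1080-NT cells (750/well, RPMI, 5% FBS). % activity scaled between DMSO wells and medium-only wells, then curve-fitted and categorized by curve class.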
KB-3-1 cytotox – kills parental KB-3-1 adenocarcinoma cells; KB-3-1 viability, CellTiter-Glo ATP luminescence, 72 h; Potency, µM (titrated, usually from 46.1 µM), for the others: at the highest dose activity change, negative = cytotoxic, actives largely listed as cytotoxic; hit rate 1.4% among 400,000; note: potency is the fitted concentration of half-maximal effect; % is set by controls: 0 for no effect and ±100 for the full control effect; nearly all actives have a fitted effect of over 60% in size
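72 h, 37 °C compound treatment of KB-3-1 parental cells; CellTiter-Glo added, 10 min, luminescence read. Data corrected against DMSO-only plates and normalized before curve fitting.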
HT1080 IDH1KD tx – toxicity to HT-1080 IDH1 knockdown cells (counter line); HT-1080 IDH1 knockdown viability, ATP luminescence, 48 h; Potency, µM (doses to about 46.1 µM), for inactives: at the highest dose activity, negative = toxicity, hits mostly cytotoxic; hit rate 2% among 360,000;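 note: potency is the fitted concentration of half-maximal effect; 0% = DMSO wells and -100% = cell-free medium wells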
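HT-1080-IDH1KD cells (IDH1 knocked down), 750/well in RPMI with 5% FBS, treated with compound 48 h at 37 degrees C. Viability by CellTiter-Glo luminescence, normalised to DMSO and no-cell wells; concentration-response curves classed.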
ATXN viability – cell viability loss in ATXN counter-screen. Potency, µM (highest dose often 56.7 µM), actives largely listed as cytotoxic. AID 651635. S2 cells (HEK-293 line with an ATXN2-luciferase reporter) viability, CellTiter-Fluor protease fluorescence, 24 h. hit rate 0.49% among 400,000; note: potency is the fitted concentration of half-maximal effect; nearly all actives have a fitted effect of over 40% in size
MCF10A rereplic – induces DNA re-replication in MCF 10a normal breast cells; MCF 10A DNA re-replication, Hoechst nuclear intensity, 48 h; Potency, µM (doses to about 46.1 µM), for the others: top-dose activity, positive = re-replication, actives largely listed as activators; hit rate 2.9% among 350,000; note: potency is the fitted concentration of half-maximal effect; % of control where 0% means no effect; nearly all actives have a fitted effect of over 50% in size
SW480 rerep – inducers of DNA re-replication in SW480 colon cancer cells; Potency, µM (titrated, usually from 46.1 µM), for inactives: at the top dose re-replication activation, most hits filed as activators; SW480 DNA re-replication, Hoechst DNA content imaging, 48 h; AID 624297; hit rate 1.8% among 340,000; note: potency is the fitted concentration of half-maximal effect; % of control where 0% means no effect; nearly all actives have a fitted effect of over 55% in size
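Treated cells incubate 48 hr (37 C, 5% CO2), are stained 40 min with Hoechst, and nuclear fluorescence is enumerated; a rise in nuclei with high DNA signal marks re-replication.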
* = called active by the depositor; i = inactive; ? = inconclusive; / = not tested or not shown; [ ] = remark or other dose. Unless noted, calls come from the whole dose curve; as a rule, active = well fitted curve in the direction sought with a large enough effect; inconclusive = small, poorly fitted or top-dose-only effect, or another doubt; inactive = no such curve, though single readings can be large; an effect the other way counts as inactive or inconclusive. This is a random part of the collection (roughly 8.9% active in at least one column).

entry | canonical_smiles | HepG2 viability | IL-1B inflam inh | ATXN2 expr inh | HT1080-NT tox | KB-3-1 cytotox
1 | O=C(NCc1cccs1)c1cc(S(=O)(=O)N2CCOCC2)c(Cl)cc1Cl | -28% | 0 | -13% | 25% | -16%
2 | CCCc1cc(=O)oc2cc(OCc3cccc(OC)c3)c(Cl)cc12 | 5% | 0 | -12% | ? | -10%
3 | Cc1ccc(NC(=O)CN(C)C(=O)CSc2ccccc2F)cc1 | -4% | -1 | -5% | 3% | 1%
4 | Cc1cccc(-n2c(SCc3ccc(C#N)cc3)nnc2-c2c[nH]c3ccccc23)c1 | 1% | -21 | ? | ? | ?
5 | COCCNC(=O)Cn1cnc2c(cnn2-c2ccc(OC)cc2)c1=O | -2% | 17 | / | 0% | 2%
6 | CN(C(=O)COC(=O)/C=C/c1ccc2c(c1)OCO2)c1c(N)n(Cc2ccccc2)c(=O)[nH]c1=O | -8% | 3 | 4% | -11% | 0%
7 | CCCCNC(=O)c1cccnc1SCC(=O)Nc1ccccc1OC | 24% | 3 | -6% | -2% | -8%
8 | Cc1cc(C)n(-c2ccc(C(=O)NC3=NCCS3)cc2)n1 | -30% | -2 | 34%[activator] | 2% | 27%

entry | HT1080 IDH1KD tx | ATXN viability | MCF10A rereplic | SW480 rerep
1 | -3% | i | 0% | ?
2 | 20% | i | -4% | 1%
3 | -2% | i | -2% | -2%
4 | ? | ? | 25% | 18%
5 | -7% | i | 0% | -1%
6 | -1% | i | 2% | -3%
7 | -15% | i | -5% | -7%
8 | 5% | i | 2% | -2%

New compounds follow
entry | canonical_smiles | HepG2 viability | IL-1B inflam inh | ATXN2 expr inh | HT1080-NT tox | KB-3-1 cytotox
9 | CC1CCN(C(C(=O)Nc2ccc3c(c2)OCO3)c2ccccc2)CC1 (configuration not stated) | -18% | 8 | 9% | -10% | 8%
10 | COc1ccc(C(C2C(=O)CC(C)(C)CC2=O)C2C(=O)CC(C)(C)CC2=O)cc1COCC(F)(F)F | -4% | 14 | 18% | 10% | 2%
11 | COc1cc(/C=N/NC(=O)c2cnccn2)cc(OC)c1OC | 5% | 8 | 21% | 1% | 15%
12 | CC(C)N(C(=O)Cn1c(SCC(=O)NCc2ccc3c(c2)OCO3)nc2ccccc21)C(C)C | 3% | 0 | -7% | 0% | -16%
13 | CC(OC(=O)c1ccc(Cl)cc1)C(=O)NCC1CCCCC1 (configuration not stated) | 1% | 3 | -6% | 1%[9.24 µM] | 16%
14 | O=C(CN1C(=O)/C(=C/c2ccc(C(F)(F)F)cc2)Sc2ccccc21)NCCCN1CCOCC1 | -53% | ? | -20% | ? | 15%
15 | C[C@@H]1CN([C@H](C)CO)C(=O)CCCn2nncc2CO[C@H]1CN(C)Cc1ccc(-c2ccccc2)cc1 | -42% | 7 | -39% | -7% | 1%
16 | O=C(Cn1cc(C(F)(F)F)ccc1=O)N/N=C/c1cccc(Cl)c1Cl | 0% | 0 | -2% | 6% | 2%

entry | HT1080 IDH1KD tx | ATXN viability | MCF10A rereplic | SW480 rerep
9 | -9% | ? | 7% | 4%
10 | 11% | i | 9% | 1%
11 | 14% | i | 5% | -10%
12 | -1% | i | ? | 0%
13 | 1% | i | 4% | -8%
14 | ? | i | 21µM* | ?
15 | -7% | ? | / | /
16 | 6% | i | -4% | -6%

Next part
entry | canonical_smiles | HepG2 viability | IL-1B inflam inh | ATXN2 expr inh | HT1080-NT tox | KB-3-1 cytotox
17 | N#CCCN1CCN(C(=S)c2ccc(-c3ccc(Cl)cc3)o2)CC1 | -7% | -13 | 15% | -2% | 11%
18 | O=C(OCn1nnc2ccccc2c1=O)C1CCCCC1 | 7% | 9 | -1% | 14% | 7%
19 | Nc1nonc1-n1nnc(C(=O)N/N=C/c2ccc(Cl)cc2Cl)c1CN1CCCC1 | -1% | -2 | -7% | -5% | -11%
20 | Cc1cc(C(=O)NNC(=O)COc2ccccc2Cl)n[nH]1 | -21% | 8 | -1% | 0% | 6%
21 | CN(Cc1ccc2nonc2c1)Cc1nc(Cc2cccc(F)c2)no1 | -21% | -16 | -11% | -1% | 10%
22 | CS(=O)(=O)N1CCN(c2ccc(NC(=S)NC(=O)c3ccccc3[N+](=O)[O-])cc2)CC1 | -10% | 12 | -13% | 16% | 22%
23 | CCCCN(C(=O)c1cccc(N2C(=O)c3ccccc3C2=O)c1)c1c(N)n(CCCC)c(=O)[nH]c1=O | 7% | 13 | 5% | 12% | 21%
24 | Cc1nc(-c2cccc(NC(=O)C3CCCCC3)c2)cs1 | -20% | -5 | / | -1% | -23%

entry | HT1080 IDH1KD tx | ATXN viability | MCF10A rereplic | SW480 rerep
17 | 0% | i | 0% | 3%
18 | 11% | i | -2% | -2%
19 | -3% | i | -3% | 3.7µM*
20 | 2% | i | -6% | -6%
21 | -5% | i | 6% | -13%
22 | -2% | i | 22% | -10%
23 | 6% | i | -2% | -14%
24 | -6% | i | 7% | 1%

The results go on:
entry | canonical_smiles | HepG2 viability | IL-1B inflam inh | ATXN2 expr inh | HT1080-NT tox | KB-3-1 cytotox
25 | C[C@@H]1CN([C@H](C)CO)C(=O)CCCn2nncc2CO[C@@H]1CN(C)S(=O)(=O)c1ccccc1C#N | -22% | -10 | -1% | 16% | ?
26 | Cc1cccc2sc(N(CCCN(C)C)C(=O)CCc3ccccc3)nc12 | -110% | -18 | ? | -28% | ?
27 | Cc1cc(C(=O)N2CCN(c3ccccc3O)CC2)c(C)o1 | 1% | -5 | 8% | 7% | 11%
28 | O=C(O)C1CC(=O)N(c2ccc(F)c(F)c2)C1 (configuration not stated) | 0% | 0 | -4% | -3% | 8%
29 | O=C1CC(c2ccccc2)CC(O)=C1C=NCc1ccncc1 (configuration not stated) | 13% | 10 | ? | 3% | 4%
30 | CCOC(=O)c1nnn(-c2nonc2N)c1COc1ccc(F)cc1 | -3% | 0 | -2% | 3% | 3%
31 | O=C(CSc1nc2ccccc2c(=O)n1Cc1ccccc1)NCc1ccco1 | -34% | 0 | -10% | ? | 5%
32 | Cc1nc([N+](=O)[O-])c(N2CCN(Cc3ccccc3)CC2)n1Cc1ccccc1 | -1% | ? | -4% | -5% | -3%

entry | HT1080 IDH1KD tx | ATXN viability | MCF10A rereplic | SW480 rerep
25 | 1% | i | / | /
26 | 0% | i | ? | ?
27 | 1% | i | 10% | -3%
28 | 0% | i | 9% | -2%
29 | 5% | i | 2% | 0%
30 | 6% | i | 2% | 0%
31 | -29% | i | -4% | -8%
32 | -2% | i | 23% | 1%

New compounds follow
entry | canonical_smiles | HepG2 viability | IL-1B inflam inh | ATXN2 expr inh | HT1080-NT tox | KB-3-1 cytotox
33 | O=C(O)CCc1ccc(-c2cccs2)n1Cc1ccco1 | 2% | 10 | -9% | -3% | 15%
34 | CCCCn1c(SCC(=O)Nc2sc3c(c2C(N)=O)CCC3)nnc1-c1ccccc1 | -12% | -2 | -6% | -15% | -3%
35 | COCCCN(C(=O)CCOc1ccc(C)cc1)c1c(N)n(Cc2ccccc2)c(=O)[nH]c1=O | -19% | -5 | -10% | -1% | -1%
36 | CC(C)(C)n1nc(-c2ccc(F)cc2)c2c(N)ncnc21 | 10% | -25 | 1% | ? | -1%
37 | CC(=O)N(CCC(Cc1ccccc1)c1ccco1)Cc1ccco1 (configuration not stated) | -26% | 4 | / | 4% | 1%
38 | Cc1cc(=O)n2nc(N3CCCC(C(=O)NCCC4=CCCCC4)C3)sc2n1 (configuration not stated) | 8% | -16 | 3% | 15% | 28%
39 | CC(=N\Nc1ccccc1)/C(=N/O)C(=O)Nc1ccccc1 | 2% | 32 | 8% | 0% | 19%
40 | C/C(=N\NC(=O)c1ccc(Cn2cc(Br)cn2)o1)c1ccc(NC(=O)c2ccoc2C)cc1 | -34% | i | -12% | ? | 3%

entry | HT1080 IDH1KD tx | ATXN viability | MCF10A rereplic | SW480 rerep
33 | -6% | i | ? | 2%
34 | -28% | i | 7% | 0%
35 | -1% | i | 0% | -3%
36 | ? | i | 6% | 6%
37 | 14% | i | 11% | -4%
38 | 9% | i | -1% | -2%[9.22 µM]
39 | 4% | ? | -2% | 7%
40 | -25% | ? | ? | ?

Compounds from the list above that contain an aryl thioether with sulfur outside any ring:
entry | canonical_smiles | HepG2 viability | IL-1B inflam inh | ATXN2 expr inh | HT1080-NT tox | KB-3-1 cytotox
3 | Cc1ccc(NC(=O)CN(C)C(=O)CSc2ccccc2F)cc1 | -4% | -1 | -5% | 3% | 1%
4 | Cc1cccc(-n2c(SCc3ccc(C#N)cc3)nnc2-c2c[nH]c3ccccc23)c1 | 1% | -21 | ? | ? | ?
7 | CCCCNC(=O)c1cccnc1SCC(=O)Nc1ccccc1OC | 24% | 3 | -6% | -2% | -8%
12 | CC(C)N(C(=O)Cn1c(SCC(=O)NCc2ccc3c(c2)OCO3)nc2ccccc21)C(C)C | 3% | 0 | -7% | 0% | -16%
31 | O=C(CSc1nc2ccccc2c(=O)n1Cc1ccccc1)NCc1ccco1 | -34% | 0 | -10% | ? | 5%
34 | CCCCn1c(SCC(=O)Nc2sc3c(c2C(N)=O)CCC3)nnc1-c1ccccc1 | -12% | -2 | -6% | -15% | -3%

entry | HT1080 IDH1KD tx | ATXN viability | MCF10A rereplic | SW480 rerep
3 | -2% | i | -2% | -2%
4 | ? | ? | 25% | 18%
7 | -15% | i | -5% | -7%
12 | -1% | i | ? | 0%
31 | -29% | i | -4% | -8%
34 | -28% | i | 7% | 0%
